Bioassay records from PubChem BioAssay.
TRPC4 PAM = positive allosteric modulators of TRPC4, primary screen, cell-based, mouse TRPC4beta, HEK293 mu-opioid, Fluo-4 calcium | AID 2227, 2009 | B-score at 10 µM | 0.42% of 310,000 active | Short transient receptor potential channel 4 (Mus musculus), Q9QUQ5 | DAMGO EC20, Fluo-4 Ca2+ flux; stronger effect = higher value;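 active = B-score of calcium response area above 5 SD of library B-scores, with initial fluorescence ratio within 5 SD of library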;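 also: B-score of integrated fluorescence ratio over time as area under calcium response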
TRPC6 inhibitor = mouse TRPC6 channel inhibitors, primary screen, cell-based, HEK293, membrane potential dye. Short transient receptor potential channel 6 (Mus musculus), Q61143. ACh-evoked depolarization; stronger effect = lower value. B-score at 10 µM. 1.1% of 310,000 active;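 active = B-score under library mean minus 3 SD, initial fluorescence not abnormally high, positive integrated signal ratio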;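 also: B-score derived from integrated fluorescence ratio over the kinetic read; more negative B-score means stronger inhibition of depolarization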
Target sequence (Q61143 whole entry, looked up): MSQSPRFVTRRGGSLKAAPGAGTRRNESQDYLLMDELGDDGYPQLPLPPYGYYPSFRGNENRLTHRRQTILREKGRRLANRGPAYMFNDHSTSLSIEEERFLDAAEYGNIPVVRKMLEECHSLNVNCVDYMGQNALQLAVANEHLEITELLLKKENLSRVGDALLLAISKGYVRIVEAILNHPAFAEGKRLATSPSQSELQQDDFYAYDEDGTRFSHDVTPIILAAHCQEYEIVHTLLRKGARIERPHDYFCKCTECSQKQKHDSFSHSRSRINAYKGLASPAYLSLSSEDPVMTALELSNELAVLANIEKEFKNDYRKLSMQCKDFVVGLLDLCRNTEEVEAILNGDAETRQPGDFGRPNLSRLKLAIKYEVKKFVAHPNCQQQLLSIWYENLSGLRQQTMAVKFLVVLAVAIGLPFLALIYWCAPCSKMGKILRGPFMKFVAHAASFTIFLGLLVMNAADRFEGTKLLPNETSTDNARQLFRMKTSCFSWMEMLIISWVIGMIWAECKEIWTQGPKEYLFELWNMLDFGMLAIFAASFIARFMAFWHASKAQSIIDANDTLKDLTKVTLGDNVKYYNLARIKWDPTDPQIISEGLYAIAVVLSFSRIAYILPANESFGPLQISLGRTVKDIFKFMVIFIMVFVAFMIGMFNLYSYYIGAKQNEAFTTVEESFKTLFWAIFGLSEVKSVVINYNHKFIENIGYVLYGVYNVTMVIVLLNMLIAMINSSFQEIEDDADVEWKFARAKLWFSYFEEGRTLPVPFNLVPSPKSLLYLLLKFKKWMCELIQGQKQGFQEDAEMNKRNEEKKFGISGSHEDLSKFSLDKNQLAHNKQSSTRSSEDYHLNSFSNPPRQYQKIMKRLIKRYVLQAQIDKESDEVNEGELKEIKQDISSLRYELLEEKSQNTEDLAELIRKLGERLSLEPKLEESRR
HIF act = HIF pathway transcriptional activators, primary screen, cell-based, U2OS HRE-luciferase, luminescence | AID 1910, 2009 | U2OS HRE-luciferase reporter; normalized: DMSO 0%, desferrioxamine 100% | activation, % at 7.5 µM (by protocol) | 0.32% of 300,000 active;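 active = mean activation of at least 10% of the iron chelator positive control signal, with at least half of replicates also reaching 10%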
MrgX1 antag = antagonists of human MrgX1 receptor, primary screen, HEK293 cells, Fluo-4 calcium flux; Mas-related G-protein coupled receptor member X1 (Homo sapiens), Q96LB2; BAM8-22 antagonism; stronger effect = lower value; B-score at 10 µM; 1.3% of 310,000 active;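 active = calcium-response B-score plate-corrected more than 3 library SD below zero, starting fluorescence within 5 deviations, no agonist response on first addition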;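 also: peak minus trough fluorescence over baseline after final BAM8-22 challenge near maximal dose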
IEC-6 tox = cytotoxicity in IEC-6 intestinal epithelial cells, primary screen, cytotoxicity control for KLF5 inhibitor project, cell-based, luminescence; inhibition, % at 5 µM; 0.78% of 290,000 active; AID 1825, 2009; IEC-6 cytotoxicity, luminescence viability; in the data active = inhibition above about 22%;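 also: 0% = plate median of test compound wells and 100% = cytotoxic reference compound wells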
TRPC4 block = inhibitors of mouse TRPC4 channel, primary screen, Fluo4 calcium, HEK293 TRPC4beta/mu-opioid cells; DAMGO-evoked Fluo4 calcium flux; stronger effect = lower value; B-score at 10 µM; 0.39% of 300,000 active;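 active = B-score over 3 SD under the library average, no early fluorescence shift, positive overall ratio signal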
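Assay system: HEK293 cells with stable TRPC4beta plus mu-opioid receptor expression. Dosing: single dose. Measured by: Fluo4 Ca2+ flux fluorescence. Also added: DAMGO in two steps, submaximal then maximal. Read-out: B score from integrated Fluo4 fluorescence ratio.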
SKKanGAS inh = S. pyogenes SKKanGAS growth inhibitors in kanamycin, primary screen, streptokinase expression inhibitor project, SKKanGAS strain, BacTiter-Glo luminescence; 6 h; inhibition, % at 7.5 µM; 1.3% of 300,000 active; AID 1662, 2009;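 active = mean replicate score, as percent of positive control median, at least 50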;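 also: strain carries kanamycin resistance gene driven by streptokinase promoter and grows in 40 µg/ml kanamycin; loss of luminescence reflects streptokinase promoter inhibition or plain growth inhibition; 0% = median of DMSO wells and 100% = positive control at its reference dose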
TRPC6 act = mouse TRPC6 channel activators, primary screen, cell-based, HEK293, membrane potential dye; HEK293-TRPC6 membrane potential dye fluorescence; stronger effect = higher value; B-score at 10 µM; 0.13% of 310,000 active;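 active = B-score of the integrated fluorescence ratio above library mean plus 3 SD, and starting fluorescence ratio within library mean plus 5 SD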;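 also: higher score means more depolarization so channel activation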
aSyn UTR inh = MLPCN primary screen, SNCA 5' untranslated region; 0.82% of 300,000 active; inhibition, % (tested at 7.5 µM); alpha-synuclein 5'UTR reporter, inhibitor activity; AID 1813, 2009; in the data active = inhibition above about 60%;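 also: H4 neuroglioblastoma cells stably carrying SNCA 5'UTR luciferase fusion; 0% = DMSO wells and 100% = positive control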
TRPC4 agonist = activators of mouse TRPC4 channel, primary screen, Fluo4 calcium, HEK293 TRPC4beta/mu-opioid cells; 0.49% of 310,000 active; B-score at 10 µM; Short transient receptor potential channel 4 (Mus musculus), Q9QUQ5; Fluo4 calcium fluorescence; stronger effect = higher value;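 active = B-score above 5 SD of library B-scores, and initial fluorescence ratio not above library mean plus 5 SD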;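 also: positive B-score marks a calcium rise read as TRPC4 activation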
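Technique: kinetic Fluo4 calcium fluorescence; Test system: TRPC4beta and mu-opioid receptor HEK293 stable cells; Measure: B-scored integrated calcium fluorescence ratio; Benchmarks: low control buffer alone, high control maximal DAMGO; Schedule: 45 min room-temperature Fluo4 loading, 110 s read.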
KLF5 inhibitor = KLF5 expression inhibitors, primary screen, DLD-1 cells, luminescence | 0.23% of 290,000 active | DLD-1 KLF5 promoter-luciferase reporter | inhibition, % at 5 µM | AID 1700, 2009;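 active = inhibition above a per-plate limit of that plate's mean compound inhibition plus 3 SD, cut at about 60% in these data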;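 also: 0% = DMSO wells and 100% = LY294002 at 200 µM; higher means less KLF5 promoter-driven luciferase light; inactives centre near -14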
The depositor's hits bear a star; i = inactive; . = not tested or not shown.

SMILES	TRPC4 PAM	TRPC6 inhibitor	HIF act	MrgX1 antag	IEC-6 tox	TRPC4 block	SKKanGAS inh	TRPC6 act	aSyn UTR inh	TRPC4 agonist	KLF5 inhibitor
COCCCn1c(=O)/c(=C\c2ccccc2OC(F)F)s/c1=C(/C#N)C(=O)NCCOC	i	i	-0.8	i	1	i	2	i	-22	i	11
O=C(O)/C(=C\c1cn(-c2ccccc2)nc1-c1ccc(Cl)cc1)NC(=O)c1ccccc1	i	i	-0.1	i	-1	i	.	i	0	i	-26
Cc1ccc(C(=O)NNC(=O)CCn2nnc3ccccc32)cc1	i	i	1.4	i	3	i	-7	i	-3	i	-14
COC(=O)c1ccc(NS(=O)(=O)c2cc(-c3cc(C)no3)ccc2OC)cc1	i	i	1.5	i	63*	i	-6	i	-26	i	50
COc1ccc(N2CC(C(=O)Nc3ccc(S(=O)(=O)N4CCCCC4)cc3)CC2=O)cc1 (stereo not drawn)	i	i	1.4	i	-2	i	24	i	16	i	-13
Cc1cccc(C)c1NC(=O)c1ccc(CN2CCc3ccccc3C2)cc1	i	i	0.1	i	8	i	1	i	14	i	7
CNC(=O)COc1coc(CN2CCN(c3ccc(F)cc3)CC2)cc1=O	i	i	3.8	i	4	i	0	i	17	i	-42
CNCCCOc1cccc(OC(C)C)c1	i	i	-31	-7.3*	-1	i	-5	i	6	i	0

An excerpt taken from the entries so far, for reference:
SMILES	TRPC4 PAM	TRPC6 inhibitor	HIF act	MrgX1 antag	IEC-6 tox	TRPC4 block	SKKanGAS inh	TRPC6 act	aSyn UTR inh	TRPC4 agonist	KLF5 inhibitor
COCCCn1c(=O)/c(=C\c2ccccc2OC(F)F)s/c1=C(/C#N)C(=O)NCCOC	i	i	-0.8	i	1	i	2	i	-22	i	11
O=C(O)/C(=C\c1cn(-c2ccccc2)nc1-c1ccc(Cl)cc1)NC(=O)c1ccccc1	i	i	-0.1	i	-1	i	.	i	0	i	-26
Cc1ccc(C(=O)NNC(=O)CCn2nnc3ccccc32)cc1	i	i	1.4	i	3	i	-7	i	-3	i	-14
COC(=O)c1ccc(NS(=O)(=O)c2cc(-c3cc(C)no3)ccc2OC)cc1	i	i	1.5	i	63*	i	-6	i	-26	i	50

Some of these compounds in order of the aSyn UTR inh value, low to high:
mol | aSyn UTR inh
COCCCn1c(=O)/c(=C\c2ccccc2OC(F)F)s/c1=C(/C#N)C(=O)NCCOC | -22
CNCCCOc1cccc(OC(C)C)c1 | 6
COc1ccc(N2CC(C(=O)Nc3ccc(S(=O)(=O)N4CCCCC4)cc3)CC2=O)cc1 (stereo not drawn) | 16
